# Compound activity from PubChem.
# MT1-MMP act inh: inhibitors of human MT1-MMP activation | HT1080 RFP-PRO-GFP cells, GFP/RFP ratio fluorescence, overnight; percent of plate control window, DMSO zero | GFP/RFP ratio change, % at 20 µM | hit rate 0.061% among 360,000 | AID 651647;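 active means GFP/RFP ratio change of at least 30% with cell ATP level not reduced by more than half and red fluorescence within 50% of control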; further: strong numbers were not always called active
#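 Material: RFP-PRO-GFP reporter HT1080 cells. Dosing: single-point 20 µM compound, 1% DMSO. Controls: DMSO and RFP-L50D-GFP cell wells. Timing: cells overnight before dosing, compound overnight, 37 °C, 5% CO2. Measure: GFP/RFP fluorescence ratio.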
# MLLE-PAM2 inh: blocks PAM2 peptide binding to the PABP1 MLLE domain. P11940. GST-MLLE / FITC-PAM2 fluorescence polarization. inhibition, % at 20 µM. hit rate 0.36% among 360,000; in the data active means inhibition above about 35%, passing the limit was not always enough;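 further: plate controls were DMSO wells with GST-MLLE for no effect and wells lacking GST-MLLE protein for full effect; some results filed as inactive read as strong as hits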
# bovine MsrA act: activators of bovine methionine sulfoxide reductase A; hit rate 0.3% among 360,000; purified bovine MsrA, absorbance read-out; activation, % at 10.6 µM; in the data active means activation above about 7.5%;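 further: 0% = vehicle and 100% = reference activator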
# CendR NRP1 mod: modulators of CendR peptide binding to human neuropilin-1; FAM-RPARPAR peptide binding to NRP-1, fluorescence polarization; inhibition, % at 25 µM; AID 602438; O14786; hit rate 0.85% among 360,000;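 active means inhibition or corrected inhibition above about 18%, plus a signal ratio from 0.5 to 1.5, limit read from the data, passing the limit was not always enough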; further: strong numbers were not always called active
# Target sequence (O14786 whole entry, looked up): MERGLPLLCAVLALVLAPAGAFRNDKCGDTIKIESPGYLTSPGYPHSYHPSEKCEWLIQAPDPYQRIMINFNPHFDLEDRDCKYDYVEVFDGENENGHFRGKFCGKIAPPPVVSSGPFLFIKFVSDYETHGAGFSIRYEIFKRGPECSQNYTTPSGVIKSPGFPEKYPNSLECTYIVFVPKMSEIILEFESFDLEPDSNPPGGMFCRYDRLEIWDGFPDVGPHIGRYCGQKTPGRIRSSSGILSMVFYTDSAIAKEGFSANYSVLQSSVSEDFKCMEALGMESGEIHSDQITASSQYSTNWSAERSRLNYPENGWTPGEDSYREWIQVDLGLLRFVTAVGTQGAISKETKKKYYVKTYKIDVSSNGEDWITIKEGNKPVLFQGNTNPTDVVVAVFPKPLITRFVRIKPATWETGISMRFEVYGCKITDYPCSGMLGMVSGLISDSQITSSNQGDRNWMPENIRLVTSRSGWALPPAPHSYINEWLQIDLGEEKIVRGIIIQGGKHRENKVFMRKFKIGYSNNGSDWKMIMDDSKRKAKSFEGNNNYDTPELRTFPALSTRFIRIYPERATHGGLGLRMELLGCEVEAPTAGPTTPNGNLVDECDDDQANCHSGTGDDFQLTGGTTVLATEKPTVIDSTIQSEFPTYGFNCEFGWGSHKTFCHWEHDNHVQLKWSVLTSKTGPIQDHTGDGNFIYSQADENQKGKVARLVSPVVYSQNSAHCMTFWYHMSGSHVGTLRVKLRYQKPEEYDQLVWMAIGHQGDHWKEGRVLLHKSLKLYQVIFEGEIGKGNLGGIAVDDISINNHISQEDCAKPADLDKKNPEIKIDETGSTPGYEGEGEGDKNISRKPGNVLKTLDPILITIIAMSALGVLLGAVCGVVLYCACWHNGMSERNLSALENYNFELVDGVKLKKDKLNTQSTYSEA
# Rin1-Abl PPI inh: human Rin1-Abl interaction inhibition | inhibition, % at 7.35 µM | P00519+Q13671 | hit rate 0.4% among 360,000 | TR-FRET Rin1/Abl binding, biochemical; in the data active means inhibition above about 5%, passing the limit was not always enough
# Neddyl block: blocks human cullin neddylation | P61081+Q13564 | calls only at 25 µM | hit rate 0.58% among 360,000 | TR-FRET cullin neddylation, biochemical | AID 651699; in the data active means inhibition above about 36%
# SKN-1 inh: inhibitors of C. elegans SKN-1; C. elegans VP596 Pgst-4::GFP/RFP ratio, acrylamide-induced, 24 h; inhibition, % at 21.8 µM; hit rate 0.49% among 360,000; AID 624304;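 active means interference check ratio from 0.5 to 1.5 plus GFP to RFP signal ratio inhibition reaching or exceeding a fixed threshold, cut at about 30% in these data, passing the limit was not always enough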; further: some compounds called inactive have numbers as strong as hits
# FAS TE block: inhibitors of human fatty acid synthase thioesterase domain; recombinant FAS-TE, OMFH fluorogenic substrate, fluorescence endpoint; inhibition, % at 15 µM; hit rate 0.67% among 360,000;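 active means compounds whose normalised, plate-corrected inhibition of enzyme fluorescence in the single-dose primary screen is 50% or more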;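 further: 0% = DMSO with enzyme and 100% = substrate without enzyme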
# eLon inh: inhibitors of E. coli Lon protease | purified E. coli Lon protease, fluorescence polarization | inhibition, % at 7.94 µM | hit rate 0.42% among 360,000; in the data active means inhibition above about 13%, passing the limit was not always enough;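 further: 0% = enzyme with probe and DMSO and 100% = no enzyme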
# * marks the source's active call; other numbers are inactive results; i = inactive; · = not tested or not shown; + = active, no number.
molecule	MT1-MMP act inh	MLLE-PAM2 inh	bovine MsrA act	CendR NRP1 mod	Rin1-Abl PPI inh	Neddyl block	SKN-1 inh	FAS TE block	eLon inh
COc1ccc(NC(=O)CCS(=O)(=O)c2ccc(Br)s2)cc1	4	-1	-1	-5	1	i	-14	1	-3
Cc1ccc2[nH]c(C)c(CCNC(=O)c3c(N)no[n+]3[O-])c2c1	-2	10	-1	-11	3	i	18	13	-5
C=CCNC(=O)c1ccc2c3n(nc2c1)-c1ccc(C)cc1CO3	8	-23	-3	6	-4	+	-7	0	-4
CC(=O)C[C@H](O)CC(=O)[C@@H]1OC(=O)CCCCCCc2ccccc21	-1	8	0	-5	-2	i	3	-6	-7
O=C(C1CCCN(S(=O)(=O)c2cccc3nsnc23)C1)N1CCN(c2ccccn2)CC1 (configuration not stated)	-1	5	-10	-2	-4	i	-2	-12	-7
NC1(N)OC(CN2C(=O)c3ccccc3C2=O)CS1 (configuration not stated)	2	13	-11	-1	-1	i	-33	-2	2
COc1ccc(-c2cc3nc(NCCCN(C)C)n(C)c(=O)c3s2)c(C)c1	0	-7	-2	-4	-3	i	1	-7	1
CCc1ccc(-c2nc(CCl)cs2)cc1	1	-3	-2	-9	-1	i	15	15	-11
CCOc1ccc(C(=O)NCC(=O)NCC2CCCCC2)cc1OCC	4	1	0	12	2	i	10	0	-5
COCC(C)n1c(C)cc(C(=O)COc2ccc(N(C)S(=O)(=O)c3ccc(NC(C)=O)cc3)cc2)c1C (configuration not stated)	-11	17	2	-3	0	i	-10	6	7
CCOc1ccc(CCNC(=O)C2CC(=O)N(CCc3ccccc3)C2)cc1OCC (configuration not stated)	7	4	1	9	0	i	11	-8	4
CCOC(=O)C1=CN(Cc2ccc(Br)cc2)S(=O)(=O)N(C)C1C (configuration not stated)	6	-1	-5	0	0	i	-5	26	-10
CCOC(=O)c1c(C)[nH]c(C)c1C(=O)CSc1nc(N)cc(N)n1	-7	25	-1	9	1	i	28	-3	17
CCOc1cc2c(cc1OCC)C(c1ccc(C(=O)O)cc1)NCC2 (configuration not stated)	-4	5	-1	15	-1	i	19	-2	3
COc1ccc(CCNC(=O)CSc2ccsc2[N+](=O)[O-])c(OC)c1	1	2	-2	-9	-3	i	2	0	-7
Cc1cccc(C)c1N1C(=O)[C@@H]2C(c3ccccc3Cl)=NO[C@@H]2C1=O	2	4	-3	0	0	i	11	10	2
CC(C)Cn1c(N)c(C(=O)COC(=O)CN2C(=O)C3CC=CCC3C2=O)c(=O)n(C)c1=O (configuration not stated)	-1	-7	-3	-5	2	i	4	-5	0
O=C(CN1C(=O)c2ccccc2S1(=O)=O)c1ccc(Cl)cc1Cl	-2	-2	-8	13	3	i	-4	7	-9
COc1ccc(-c2noc(-c3ccccc3C(=O)Nc3cccc(OC)c3)n2)cc1	0	-5	-3	-1	0	i	11	28	8
Cc1cc(OCC(=O)NNC(=O)c2cccs2)ccc1Br	-4	3	-2	11	2	i	-8	0	4
CCC1S/C(=N/N=C/c2cccs2)NC1=O (configuration not stated)	2	-25	-8	8	-2	i	11	-5	0
CC1(C(=O)NS(=O)(=O)c2cccc(Cl)c2)CCN1C(=O)C1(c2ccccc2)CC1 (configuration not stated)	0	-6	-1	2	0	i	12	-6	-2
CCOc1ccc(-c2[nH]ncc2-c2ccc(OC)c(OC)c2)c(O)c1	-5	-6	-1	-10	-1	i	7	-35	-2
COc1ccc(S(=O)(=O)N2CCCC(C(=O)N3CCCC3)C2)cc1OC (configuration not stated)	3	3	-7	-1	3	i	-1	-9	-5
COc1ccc(/C=C(\C#N)C(=O)NCC2CCCO2)cc1OC (configuration not stated)	2	9	-2	14	-2	i	36*	-7	2
O=C(c1ccc2c(c1)OCCO2)N1CCN(S(=O)(=O)c2c(F)cccc2F)CC1	4	-4	-2	14	1	i	7	-4	12
CC1CN(C(C)C)C(=S)N(c2ccccc2)C1=O (configuration not stated)	2	-5	-4	2	-3	i	7	-8	4
CCOC(=O)C(Cc1c(F)cccc1F)(NC(C)=O)C(=O)OCC	-1	9	-2	-1	-2	i	12	-7	-4
COC(=O)c1c(-c2ccc(S(C)(=O)=O)cc2)sc2ccc(OC)cc12	-2	11	-4	19	1	i	-6	16	15
FC(F)(F)c1ccc(Oc2ccc(Cl)cc2Br)nc1	3	11	-5	-11	1	i	3	16	-2
O=C(O)C1C2C=CC(C2)C1C(=O)NCc1ccc(Cl)cc1Cl (configuration not stated)	-3	4	-3	-2	0	i	7	-2	-12
Cn1cnc(S(=O)(=O)NCc2cccs2)c1	1	0	-4	-4	-1	i	5	-7	-15
Cc1nc2nc(SCC(=O)NCCCN3CCCCCC3)nn2c(C)c1Cc1ccccc1	-4	-12	-1	16	4	i	6	-2	-10
N#CCCN(C(=O)COC(=O)CNC(=O)C12CC3CC(CC(C3)C1)C2)c1ccccc1	1	-12	-2	0	-2	i	-5	-1	-2
CCOc1ccc(OCC)c(NC(=O)CN(c2ccc(OC)cc2)S(=O)(=O)c2c(C)noc2C)c1	-5	-4	0	2	-1	i	7	28	-7
Cc1cc(C)cc(N/C(N)=N/c2nc(C)cc(C)n2)c1	-14	3	-4	3	2	i	1	-20	-5
CCOC(=O)[C@@H]1[C@H]2COc3ccccc3[C@@H]2N2C(=O)N(c3ccc(Br)cc3)C(=O)[C@@]12C	3	3	-3	-12	0	i	-2	11	-15
CCn1c(SCC(=O)Nc2nc(C)cs2)nnc1C(NC(=O)c1ccccc1Cl)C(C)C (configuration not stated)	0	-12	-5	9	1	i	-8	-5	7
CCN1C(=O)N[C@@H](c2cccs2)C(C(C)=O)=C1C	-3	2	-4	20	3	i	2	-6	8
CC1CN(C(=O)c2ccccc2NS(=O)(=O)c2cccc([N+](=O)[O-])c2)CC(C)O1 (configuration not stated)	-3	18	-3	-5	2	i	-1	0	2
Cc1ccc(OC(=O)CCC(=O)OCCCC(F)(F)C(F)(F)F)cc1	0	6	-2	-5	1	i	5	7	-8
CNc1nc(SCC(=O)Nc2ccc(Cl)c(Cl)c2)nc(N2CCOCC2)n1	1	-7	-2	-7	-1	i	14	0	-17
COc1ccccc1N(CC(=O)Nc1cccnc1)S(C)(=O)=O	0	8	-1	-2	-2	i	14	-7	0
Cc1cccc(CC(=O)NCC(=O)NCc2cc(=O)n(C)c(=O)n2C)c1	-2	-1	-5	8	-4	i	15	-2	2
Cc1ccc[n+](CC(=O)Nc2cc(C(F)(F)F)ccc2N2CCOCC2)c1	1	-128	7	-1	2	i	-3	-6	-8
CCCNS(=O)(=O)c1cc(Br)cc2c1N(C(=O)CC)CC2	4	3	-2	7	1	i	4	-1	-4
C#CCNC(=O)C[C@@H]1C[C@@]2(C(=O)OCC)CCCC=C2N(Cc2ccccc2)C1=O	5	·	·	10	·	i	11	·	·
CCCc1cc(=O)oc2cc(OCC(=O)NCC(O)c3ccccc3)ccc12 (configuration not stated)	-2	-7	-2	3	-3	i	16	-6	-10
Cc1cnc(C2OCCO2)c2cccc([N+](=O)[O-])c12	-7	-4	-6	4	-6	i	24	-3	2
O=C(NCCN1CCOCC1)c1ccc(Cl)cc1[N+](=O)[O-]	-4	-4	-1	5	-1	i	0	-9	1

# The listing continues.
molecule	MT1-MMP act inh	MLLE-PAM2 inh	bovine MsrA act	CendR NRP1 mod	Rin1-Abl PPI inh	Neddyl block	SKN-1 inh	FAS TE block	eLon inh
O=C(Nc1nccs1)c1cccc(S(=O)(=O)N2CCCCC2)c1	0	-4	-3	-6	-1	i	3	-8	-9
O=C(c1cccc(N2C(=O)C3C4C=CC(C4)C3C2=O)c1)N1CCN(c2ccc(F)cc2)CC1 (configuration not stated)	3	-6	-2	16	-1	i	7	1	2
NNc1nc(-c2ccccc2Cl)nc2sc3c(c12)CCCC3	-4	-7	-11	7	2	i	9	-10	-19
O=C1CC(c2ccco2)CC(O)=C1C=Nc1cc(Cl)ccc1Cl (configuration not stated)	-7	1	-3	0	0	i	-1	1	-3
CC1=CS/C(=C(/C#N)C(=O)NCc2ccco2)N1c1ccccc1	2	3	-4	5	-4	i	-4	-4	-2
O=C(NCc1cc(Cl)cc(Cl)c1)c1csc(COCCO)n1	-5	-1	1	2	0	i	8	-9	4
Cn1c(=O)n(C)c2cc(NC(=O)COc3ccccc3)ccc21	5	-6	-4	-1	-2	i	-6	-3	-12
Cn1cc(CN2CCCCC2c2ccccn2)c(-c2ccc3c(c2)OCCO3)n1 (configuration not stated)	6	1	-11	4	1	i	-3	-9	1
CCO[C@@H]1OC(C(=O)NCc2ccccc2)=C[C@H](C2CC2)[C@H]1CCCO	0	0	-3	-3	-1	i	-8	-3	5
CC(C)(C)Nc1nc(Cl)nc(NC(C)(C)C)n1	1	9	-5	-6	-2	i	8	-1	-15
Cn1nc(-c2ccccc2)cc1NC(=O)c1cccs1	3	-3	0	9	-2	i	-4	-6	-7
COc1ccc(N2CCN(c3nc4c(c(=O)[nH]c(=O)n4C)n3Cc3cccc(C)c3)CC2)cc1	-7	6	-2	-13	-4	i	-7	8	-2

# Structures shown so far with a thiophene ring, fused or not (10):
molecule	MT1-MMP act inh	MLLE-PAM2 inh	bovine MsrA act	CendR NRP1 mod	Rin1-Abl PPI inh	Neddyl block	SKN-1 inh	FAS TE block	eLon inh
COc1ccc(NC(=O)CCS(=O)(=O)c2ccc(Br)s2)cc1	4	-1	-1	-5	1	i	-14	1	-3
COc1ccc(-c2cc3nc(NCCCN(C)C)n(C)c(=O)c3s2)c(C)c1	0	-7	-2	-4	-3	i	1	-7	1
COc1ccc(CCNC(=O)CSc2ccsc2[N+](=O)[O-])c(OC)c1	1	2	-2	-9	-3	i	2	0	-7
Cc1cc(OCC(=O)NNC(=O)c2cccs2)ccc1Br	-4	3	-2	11	2	i	-8	0	4
CCC1S/C(=N/N=C/c2cccs2)NC1=O (configuration not stated)	2	-25	-8	8	-2	i	11	-5	0
COC(=O)c1c(-c2ccc(S(C)(=O)=O)cc2)sc2ccc(OC)cc12	-2	11	-4	19	1	i	-6	16	15
Cn1cnc(S(=O)(=O)NCc2cccs2)c1	1	0	-4	-4	-1	i	5	-7	-15
CCN1C(=O)N[C@@H](c2cccs2)C(C(C)=O)=C1C	-3	2	-4	20	3	i	2	-6	8
NNc1nc(-c2ccccc2Cl)nc2sc3c(c12)CCCC3	-4	-7	-11	7	2	i	9	-10	-19
Cn1nc(-c2ccccc2)cc1NC(=O)c1cccs1	3	-3	0	9	-2	i	-4	-6	-7
